# Source: PubChem
# LYP inhibition = LYP phosphatase inhibitors, primary screen, biochemical, DiFMUP fluorescence, recombinant catalytic domain, 10 µM (AID 606). 52,000 tested, under 10 active. recombinant LYP catalytic domain, DiFMUP fluorescence; higher % means a stronger effect. inhibition, % at 10 µM; hits with a dose series show IC50 in µM;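 active = IC50 under 40 µM in the dose-response test; inactive = IC50 of 40 µM or more, or never dose-tested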
# Bfl-1 inhibitors = Bfl-1 inhibitors, primary screen, biochemical, fluorescence polarization, FITC-Bid, mouse (AID 432). FITC-Bid BH3 peptide fluorescence polarization displacement; higher % means a stronger effect. displacement, % at 20 µM, or IC50 in µM where a hit was titrated. hit rate 0.02% among 64,000; in the data active = a potency from the dose series; inactive = the rest, 99 in 100 with displacement below about 15%; note: strong numbers were not always called active
# HT1080 viability = cytotoxicity in HT1080 fibrosarcoma cells, cell-based, fluorescence readout (AID 620); HT1080 viability, fluorescence; higher % means a stronger effect; hit rate 0.42% among 87,000; cytotoxicity, % at 10 µM, or EC50 in µM where a hit was titrated;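 note: cells exposed to compound overnight then 4 h with Alamar Blue; 0% = vehicle DMSO and 100% = killing control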
# Spn PMK inh = S. pneumoniae PMK inhibitors, primary screen, biochemical, mevalonate pathway, pilot trial included. phosphomevalonate kinase (Streptococcus pneumoniae D39). purified PMK, PK/LDH-coupled NADH absorbance 340 nm. inhibition, % at 10 µM. hit rate 0.49% among 65,000. AID 539, 2006;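 active = top-ranked compounds by inhibition in the single 10 µM screen, taking a fixed number of the strongest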;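 note: 0% = full reaction with DMSO carrier and 100% = background rate without enzyme reaction; no value below 0 was filed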
# TNAP inhibition = human TNAP enzyme inhibitors, biochemical, luminescent (AID 518); Alkaline phosphatase, tissue-nonspecific isozyme (Homo sapiens); purified TNAP enzyme, luminescent substrate readout; higher % means a stronger effect; inhibition, % at 20 µM, or IC50 in µM where a hit was titrated; hit rate 0.09% among 64,000; in the data active = a potency from the dose series; inactive = the rest, 99 in 100 with inhibition below about 22%;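 note: plate controls were vehicle for no effect and reference inhibitor for full effect; many of its hits are not listed in these tables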
# MK inhibit = S. pneumoniae MK inhibitors, primary screen, biochemical, PK/LDH-coupled NADH absorbance; mevalonate kinase [Streptococcus pneumoniae D39]; purified MK, PK/LDH-coupled NADH absorbance 340 nm; inhibition, % at 10 µM; hit rate 0.48% among 65,000; AID 555, 2006;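 active = ranked among the strongest by inhibition in the single 10 µM screen, a fixed top-ranked set picked for dose follow-up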; note: no value below 0 was filed
# Spn DPM-DC inh = S. pneumoniae DPM-DC inhibitors, primary screen, biochemical, PK/LDH-coupled NADH fluorescence | diphosphomevalonate decarboxylase (Streptococcus pneumoniae D39) | purified DPM-DC | calls only at 10 µM | hit rate 0.49% among 65,000;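 active = the 320 compounds with the highest percent inhibition in the single-dose primary screen, excluding strongly autofluorescent ones, cut at about 32% in these data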;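 note: kinetic rate of NADH fluorescence loss reporting ADP formed by the decarboxylase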
# HPDE-C7K KRASV12 = cytotoxicity in KRAS-transformed pancreatic duct cells, primary screen, cell-based, fluorescence, HTS (AID 431); HPDE-C7K KRASV12 cells, Alamar Blue viability, 48 h; higher % means a stronger effect; cytotoxicity, % at 10 µM, or EC50 in µM where a hit was titrated; hit rate 1.7% among 63,000;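 active = compounds whose percent cytotoxicity in the single-dose primary screen, scaled between solvent and toxic-drug controls, exceeds 50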;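 note: 0% = DMSO solvent wells and 100% = doxorubicin-treated wells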
# HPDE-C7 cytotoxicity = cytotoxicity in HPDE-C7 cells, cell-based, fluorescence, HTS (AID 430) | cytotoxicity, % at 10 µM; hits with a dose series show EC50 in µM | hit rate 1.8% among 63,000 | HPDE-C7 pancreatic duct cells viability, fluorescence; higher % means a stronger effect;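 note: cells exposed to compound for 48 hours before viability readout; 0% = vehicle and 100% = reference cytotoxic drug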
# Spn PMK inh pilot replicates = recorded beside Spn PMK inh, whose call it bears; inhibition, %; measured here: pilot screen replicates
# MK inhibit pilot replicates = recorded beside MK inhibit, whose call it bears; inhibition, %; measured here: pilot screen replicates
# Spn DPM-DC inh pilot screen % = also measured in Spn DPM-DC inh; calls as there; inhibition, %; measured here: pilot screen trials
# * = called active by the depositor; i = inactive; / = no result given. Cut-off read from the data, not from the text of the source, unless noted: active = cytotoxicity above about 50%; inactive = the rest. Random draw from the library, and some 3.4% of all compounds hit somewhere here.
# The opening 2 compounds (preview)
SMILES,LYP inhibition,Bfl-1 inhibitors,HT1080 viability,Spn PMK inh,TNAP inhibition,MK inhibit,Spn DPM-DC inh,HPDE-C7K KRASV12,HPDE-C7 cytotoxicity,others
c1ccc(-n2ncc3c2ncn2nc(-c4ccco4)nc32)cc1,-17%,0%,-4%,8,6%,3,i,-12%,-21%,
ON=Cc1cccn1-c1ccccc1,3%,0%,-1%,0,6%,3,i,-6%,3%,

# Main list, repeating the preview:
SMILES,LYP inhibition,Bfl-1 inhibitors,HT1080 viability,Spn PMK inh,TNAP inhibition,MK inhibit,Spn DPM-DC inh,HPDE-C7K KRASV12,HPDE-C7 cytotoxicity,others
c1ccc(-n2ncc3c2ncn2nc(-c4ccco4)nc32)cc1,-17%,0%,-4%,8,6%,3,i,-12%,-21%,
ON=Cc1cccn1-c1ccccc1,3%,0%,-1%,0,6%,3,i,-6%,3%,
CC(=O)NC(Cc1ccc(F)cc1)C(=O)N1CCN(C(=O)NCc2ccccc2)CC1 (stereo not drawn),11%,2%,33%,3,4%,0,i,-2%,-3%,
OC1(c2ccc(F)cc2)CCN(Cc2ccccc2)C1 (stereo not drawn),/,-5%,1%,1,5%,11,i,4%,10%,
CC(C)OCCCNc1ncc2c(n1)CC(c1ccc(N(C)C)cc1)CC2=O (stereo not drawn),/,0%,3%,10,9%,12,i,-22%,-36%,
O=C1NC2(CCCCC2)N=C1c1ccc(F)cc1,/,6%,-3%,5,15%,0,i,-7%,0%,
CCOC(=O)/C(C(N)=NCc1ccco1)=C(/O)c1ccccc1,-8%,-8%,2%,5,12%,6,i,-7%,1%,
NC(=O)COC(=O)c1cc(S(=O)(=O)N2CCOCC2)ccc1N1CCCCC1,0%,1%,-12%,14,-5%,1,i,7%,-4%,
COc1cccc(C(=O)c2cc3ccc(O)cc3oc2=O)c1,3%,2%,-10%,10,14%,2,i,10%,0%,
Cc1cc(C)cc(C(=O)N2CCC(C(N)=O)CC2)c1,13%,-4%,-4%,0,14%,5,i,0%,-3%,Spn PMK inh pilot replicates=3.0;MK inhibit pilot replicates=1.0;Spn DPM-DC inh pilot screen %=1.0
CC(=O)Nc1ccc(-c2ccccc2)s1,/,1%,-4%,23,8%,2,i,-5%,-8%,
O=C1C2ON(c3ccccc3)C(c3ccncc3)C2C(=O)N1c1ccccc1 (stereo not drawn),/,-10%,-5%,7,5%,0,i,-1%,1%,
CC(=O)Nc1cc(C(N)=O)c(Cl)cc1Cl,13%,0%,13%,10,10%,9,i,-19%,-16%,
COCCn1c(SCC(=O)c2ccc3c(c2)OCCO3)nnc1C(C)C,6%,-3%,11%,10,12%,11,i,-12%,-3%,
COc1cccc(-n2cc(C(=O)O)c3ccccc3c2=O)c1,3%,-7%,-12%,10,-1%,0,i,2%,5%,

# 12 structures out of the list, sorted by length of the SMILES, highest first.
SMILES,LYP inhibition,Bfl-1 inhibitors,HT1080 viability,Spn PMK inh,TNAP inhibition,MK inhibit,Spn DPM-DC inh,HPDE-C7K KRASV12,HPDE-C7 cytotoxicity,others
CC(=O)NC(Cc1ccc(F)cc1)C(=O)N1CCN(C(=O)NCc2ccccc2)CC1 (stereo not drawn),11%,2%,33%,3,4%,0,i,-2%,-3%,
NC(=O)COC(=O)c1cc(S(=O)(=O)N2CCOCC2)ccc1N1CCCCC1,0%,1%,-12%,14,-5%,1,i,7%,-4%,
O=C1C2ON(c3ccccc3)C(c3ccncc3)C2C(=O)N1c1ccccc1 (stereo not drawn),/,-10%,-5%,7,5%,0,i,-1%,1%,
CC(C)OCCCNc1ncc2c(n1)CC(c1ccc(N(C)C)cc1)CC2=O (stereo not drawn),/,0%,3%,10,9%,12,i,-22%,-36%,
COCCn1c(SCC(=O)c2ccc3c(c2)OCCO3)nnc1C(C)C,6%,-3%,11%,10,12%,11,i,-12%,-3%,
CCOC(=O)/C(C(N)=NCc1ccco1)=C(/O)c1ccccc1,-8%,-8%,2%,5,12%,6,i,-7%,1%,
c1ccc(-n2ncc3c2ncn2nc(-c4ccco4)nc32)cc1,-17%,0%,-4%,8,6%,3,i,-12%,-21%,
COc1cccc(-n2cc(C(=O)O)c3ccccc3c2=O)c1,3%,-7%,-12%,10,-1%,0,i,2%,5%,
COc1cccc(C(=O)c2cc3ccc(O)cc3oc2=O)c1,3%,2%,-10%,10,14%,2,i,10%,0%,
Cc1cc(C)cc(C(=O)N2CCC(C(N)=O)CC2)c1,13%,-4%,-4%,0,14%,5,i,0%,-3%,Spn PMK inh pilot replicates=3.0;MK inhibit pilot replicates=1.0;Spn DPM-DC inh pilot screen %=1.0
OC1(c2ccc(F)cc2)CCN(Cc2ccccc2)C1 (stereo not drawn),/,-5%,1%,1,5%,11,i,4%,10%,
ON=Cc1cccn1-c1ccccc1,3%,0%,-1%,0,6%,3,i,-6%,3%,

# Next structures:
SMILES,LYP inhibition,Bfl-1 inhibitors,HT1080 viability,Spn PMK inh,TNAP inhibition,MK inhibit,Spn DPM-DC inh,HPDE-C7K KRASV12,HPDE-C7 cytotoxicity,others
Cc1c(C(=O)Nn2cnnc2)oc2ccccc12,8%,-25%,6%,4,-5%,10,i,-7%,-27%,
Cc1ccc(Cl)cc1NC(=O)C1CCCN(S(=O)(=O)c2c(C)noc2C)C1 (stereo not drawn),/,-5%,-1%,11,-2%,9,i,-14%,-15%,
C=CCNC(=O)CSc1nc2sc(C)c(C)c2c(=O)[nH]1,-5%,-2%,1%,5,19%,0,i,6%,12%,Spn PMK inh pilot replicates=2.0;MK inhibit pilot replicates=0.0;Spn DPM-DC inh pilot screen %=0.5
COc1ccc2oc(=O)c(NC(=O)C3CCCCC3)cc2c1,/,-2%,/,14,-10%,1,/,2%,4%,
COCCNC(=O)C(OC(=O)c1ccco1)c1ccccc1OC (stereo not drawn),/,-5%,-2%,16,10%,9,i,5%,14%,
CCc1nnc(NC(=O)c2ccc(S(=O)(=O)N3CCCCCC3)cc2)s1,10%,-10%,5%,11,6%,1,i,7%,6%,
CCOc1ccccc1-c1nc(C(N)=O)c2[nH]c(=O)n(-c3ccccc3)c2n1,-11%,2%,-5%,11,2%,0,i,34%,48%,
CC(=O)Nc1cccc(N2C(=O)CC(Cc3ccccc3)C2=O)c1 (stereo not drawn),6%,10%,-2%,13,11%,5,i,12%,5%,
CN1CC(=O)N(CCOc2ccccc2)C1=O,2%,-3%,9%,16,9%,11,i,-13%,-9%,
C#CCSc1nc(-c2cccs2)ccc1C#N,1%,-9%,-2%,14,14%,2,i,6%,6%,Spn PMK inh pilot replicates=0.0;MK inhibit pilot replicates=0.0;Spn DPM-DC inh pilot screen %=0.0
COc1ccc(S(=O)(=O)N2CC(O)CC2C(=O)OCC(=O)Nc2ccc(Cl)cn2)cc1 (stereo not drawn),6%,-5%,-1%,16,4%,3,i,-9%,-7%,
Cc1ccc2cc(CN(CCCN(C)C)C(=O)NCc3ccccc3)c(=O)[nH]c2c1C,-2%,2%,7%,4,8%,7,i,15%,-5%,
c1ccc2c(c1)oc1c(NCCN3CCOCC3)ncnc12,-8%,-4%,-1%,5,4%,2,i,-3%,6%,
O=C(O)C1C2C=CC(C2)C1C(=O)Nc1ccc(C(=O)N2CCCCC2)cc1 (stereo not drawn),12%,4%,0%,7,13%,12,i,-4%,-7%,
Cc1ccc2c(c1)CCCN2C(=O)c1c(C)noc1C,12%,-7%,5%,4,1%,12,i,1%,-6%,
Cc1nc2sc(C(c3ccc(Cl)cc3)N3CC(C)OC(C)C3)c(O)n2n1 (stereo not drawn),5%,0%,6%,10,10%,11,i,-1%,-11%,
O=C(c1cccs1)N1CCN(S(=O)(=O)Cc2ccccc2)CC1,12%,1%,/,0,9%,0,i,-4%,-1%,
CCCCn1c(SCC(=O)N2CCCCC2)nc2cc(S(N)(=O)=O)ccc21,17%,2%,24%,11,9%,4,i,-15%,-6%,
CCCCn1c(=O)n(Cc2cccc(F)c2)c(=O)c2c1ncn2Cc1ccco1,/,1%,-5%,10,-2%,0,i,20%,17%,
CC1=C(C(=O)OC2CCCCC2)C(c2ccco2)C2=C(CC(C)(C)CC2=O)N1 (stereo not drawn),10%,2%,7%,21,9%,12,i,-27%,-20%,
COc1ccc(OC)c(C2C(C(=O)O)c3ccccc3C(=O)N2C)c1 (stereo not drawn),/,-5%,-9%,12,9%,/,i,7%,-3%,
c1ccc2c(c1)nnn2Cc1nnc2sc(-c3ccncc3)nn12,11%,10%,-3%,14,-1%,8,i,-1%,-9%,
COC(=O)c1ccc(C)c(NC(=O)CN(c2ccc3c(c2)OCO3)S(C)(=O)=O)c1,16%,-5%,1%,2,10%,9,i,-3%,-7%,
COc1ccc(CSc2nc(N3CCOCC3)c3c(c2C#N)CC(C)(C)OC3)cc1,12%,-6%,-4%,9,9%,10,i,7%,-2%,
O=C(NCc1ccco1)C(c1cccs1)N(C(=O)Cc1cccs1)c1ccccc1 (stereo not drawn),/,-7%,7%,0,9%,5,i,-2%,-3%,
Cc1cccc(-c2cc3nc4c(c(N5CCC6(CC5)OCCO6)n3n2)CCCC4)c1,4%,7%,-15%,7,13%,14,i,-8%,-11%,Spn PMK inh pilot replicates=0.0;MK inhibit pilot replicates=3.0;Spn DPM-DC inh pilot screen %=12
CC(=O)Nc1ccc(C(=O)OCC(=O)NC(=O)NC2CCCCC2)cc1,17%,-7%,-9%,14,11%,0,i,-5%,3%,
COC(=O)C1CCN(c2nc3ccccc3nc2C(C#N)C(=O)NCCc2ccccc2)CC1 (stereo not drawn),/,0%,0%,1,19%,9,i,-1%,20%,
Fc1ccc(-c2cc(C(F)(F)F)nc(N3CCCCC3)n2)cc1,6%,2%,-5%,0,26%,8,i,1%,-12%,
Cc1cccn2c(=O)c3cc(C(=O)N4CCc5ccccc54)n(C)c3nc12,/,-2%,4%,10,-9%,8,i,1%,10%,
CCOC(=O)C1CCN(C(=O)CCCN2C(=O)c3ccccc3C2=O)CC1,/,-12%,5%,13,0%,16,i,-14%,-3%,
COc1ccccc1CNC(=O)c1ccoc1C,6%,-6%,2%,13,-1%,11,i,-2%,-12%,
O=C(NCCN1CCOCC1)C1CCN(Cc2ccccc2O)CC1,/,-7%,/,2,10%,7,i,-7%,-25%,
CC1=C(C)CS(=O)N(S(=O)(=O)c2ccc(Cl)cc2)C1 (stereo not drawn),4%,13%,17%,12,3%,10,i,-2%,-5%,
COc1cccc(Cn2c(-c3nonc3N)nc3ccccc32)c1,6%,-7%,0%,13,13%,6,i,45%,54%*,Spn PMK inh pilot replicates=0.5;MK inhibit pilot replicates=2.5;Spn DPM-DC inh pilot screen %=3.0
Cc1noc(C)c1C(=O)Nc1c(F)cc(F)cc1Br,-1%,-3%,12%,2,3%,1,i,8%,1%,
CCOC(=O)Nc1ccc2c(c1)N(C(=O)CCN1CCN3CCCC3C1)c1ccccc1CC2 (stereo not drawn),/,0%,/,1,6%,2,i,-2%,4%,
